CSM14.1 death rescue: protection against thapsigargin-triggered cell killing – 384-well, CSM14.1, ATP luminescence, primary screen (AID 1222). CSM14.1 thapsigargin-induced death rescue, ATP luminescence; higher % means a stronger effect. one-dose cellular ATP content (survival), % at 20 µM; EC50 in µM for titrated hits. 190,000 tested, under 10 active;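 active = EC50 below 50 µM in the dose-response confirmation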;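 also: death triggered by thapsigargin at about 15 µM added after 2 h compound pretreatment; cell ATP read after overnight thapsigargin exposure of roughly 18 to 22 hours; normalized against plate controls of thapsigargin alone and 5% DMSO vehicle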
Salmonella PhoP GFP: inhibitors of PhoP regulon expression, primary screen, Salmonella Typhimurium, GFP reporter (AID 1863); S. Typhimurium PhoP-regulated promoter GFP reporter, 4 h; higher % means a stronger effect; inhibition, % at 50 µM, or IC50 in µM where a hit was titrated; actives 0.16% (n = 300,000);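 active = inhibition over 29.93%, a cutoff 3 SD above the screen mean, later confirmed by dose response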;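 also: 0% = low Mg2+ inducing control and 100% = high Mg2+ repressing control; strong numbers were not always called active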
SIAH1 antagonists: Siah-1 peptide-binding antagonists, primary screen, biochemical, fluorescence polarization, rhodamine-plectin, uHTS (AID 1817). Siah-1 / rhodamine-plectin peptide fluorescence polarization; higher % means a stronger effect. displacement, % at 20 µM, or IC50 in µM where a hit was titrated. actives 0.02% (n = 290,000);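 active = displacement of at least 50% at 20 µM, with a fluorescence ratio check between 0.3 and a set limit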;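 also: plate controls were Siah plus tracer with DMSO for no effect and tracer alone without Siah for full effect; strong numbers were not always called active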
West Nile antiviral: inhibition of WNV-induced cytopathic effect – cell-based, CPE readout (AID 1621); one-dose CPE inhibition, % at 10 µM; IC50 in µM for titrated hits; actives 0.02% (n = 290,000); West Nile virus-infected cells, CPE inhibition; higher % means a stronger effect; in the data active = a potency from the dose series; also: strong numbers were not always called active
PMI inhibition: MPI inhibition at elevated mannose 6-phosphate – biochemical, fluorescence intensity, high mannose 6-phosphate, primary screen (AID 1220). actives 0.66% (n = 190,000). recombinant PMI enzyme, coupled fluorescence intensity; higher % means a stronger effect. one-dose inhibition, % at 20 µM; IC50 in µM for titrated hits; in the data active = inhibition above about 50%
M1AAP inhibition: P. falciparum M1AAP inhibitors, biochemical, fluorogenic H-Leu-NHMec substrate, 1536-well (AID 1445); recombinant M1AAP, H-Leu-NHMec fluorogenic kinetic assay; higher % means a stronger effect; one-dose inhibition, % at 30 µM; IC50 in µM for titrated hits; actives 0.42% (n = 220,000);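 active = primary inhibition above the hit cutoff, then over 50% inhibition at one or more dose response concentrations, cut at about 23% in these data, passing the limit was not always enough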;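 also: plate controls were DMSO full reaction for no effect and no enzyme background for full effect; strong numbers were not always called active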
Yfh1-off respiration: enhancers of respiration in Yfh1-depleted yeast, dose response, Friedreich's ataxia, plus single-dose screen (AID 1465); S. cerevisiae Yfh1-off respiration, WST-1 reduction, 72 h; higher fold induction means a stronger effect; one-dose fold induction at 50 µM; EC50 in µM for titrated hits; actives 0.074% (n = 220,000);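 active = fold induction of absorbance versus untreated yeast above a set limit, then at least 30% activation at any dose in follow-up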;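 also: activators that raise dye reduction in frataxin-depleted yeast; strong numbers were not always called active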
XIAP antagonists: small molecules displacing peptide from XIAP – biochemical, IAP family, fluorescence polarization (AID 1018). XIAP BIR domain, fluorescence polarization peptide displacement; higher % means a stronger effect. displacement, % at 20 µM, or IC50 in µM where a hit was titrated. actives 0.007% (n = 200,000); in the data active = displacement above about 50%; also: a part of the inactive calls stands beside numbers as strong as those of hits
M17LAP inhibition: P. falciparum M17LAP inhibitors, primary screen, biochemical, fluorogenic H-Leu-NHMec substrate, 1536-well (AID 1619); actives 0.38% (n = 220,000); recombinant M17LAP, H-Leu-NHMec fluorogenic kinetic assay; higher % means a stronger effect; one-dose inhibition, % at 30 µM; IC50 in µM for titrated hits;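 active = compound inhibiting the enzyme by more than half at any dose during confirmatory dose-response retesting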;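 also: plate controls were full reaction with DMSO carrier for no effect and no enzyme background for full effect; strong numbers were not always called active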
Starred values were filed as active, the others as inactive; i = inactive; . = not tested or not shown; & = joins results of further samples.

SMILES	CSM14.1 death rescue	Salmonella PhoP GFP	SIAH1 antagonists	West Nile antiviral	PMI inhibition	M1AAP inhibition	Yfh1-off respiration	XIAP antagonists	M17LAP inhibition
Cc1cc(C)cc(NC(=O)c2cc(C)n(Cc3cccs3)c2C)c1	.	-1%	1%	-0.8%	.	9%	i	.	-4%
COC(=O)c1ccc2nc(C)c(C)nc2c1	-1.0%	5%	1%	0.4%	-1%	-2%	i	2.7%	-3%
COC(=O)c1ccc(Cl)c(NC(=O)CSc2ncn[nH]2)c1	.	8%	0%	1.7%	1%	0%	i	-5.1%	35µM*
CCN(CC(=O)NCCC1=CCCCC1)S(=O)(=O)c1ccccc1	.	5%	-5%	-0.1%	.	4%	i	.	-14%
COc1ccc(Nc2nnc(SCC3CCCCO3)s2)cc1 (stereo unspecified)	-1.1%	-5%	-3%	0.5%	-9%	8%	i	-5.4%	3%
N#C/C(=C\c1c(N2CCC(C(N)=O)CC2)nc2ccccn2c1=O)S(=O)(=O)c1ccc(Cl)cc1	.	-2%	2%	-0.2%	.	4%	i	.	4%
CCOC(=O)C1=NNC2(CC(=O)N(c3cccc(C)c3)C2=O)C1 (stereo unspecified)	.	-12%	11%	-0.1%	.	5%	i	.	0%
Cn1c(C(O)C(O)c2ccccc2)nc2ccccc21 (stereo unspecified)	0.2%	4%	-1%	0.0%	-19%	-1%	i	-2.2%	-4%
COc1cccc(NC(=O)C2(S(=O)(=O)c3ccc(Cl)cc3)CC2)c1	.	-7%	1%	-0.3%	.	-2%	i	.	6%
CCOc1ccc2cc(/C=C/C(=O)c3ccco3)c(Cl)nc2c1	4.1%	-58%	-1%	.	-12%	15%	.	-8.3%	-2%
CCOC(=O)Nc1ccc2c(c1)N(C(=O)CCN1CCOCC1)c1ccccc1S2=O (stereo unspecified)	10%	10%	4%	2.9%	-7%	12%	i	-1.3%	16%
Cc1ccc(CSc2nnc(Nc3ccc(C)cc3)s2)cc1	-0.9%	-6%	0%	-0.2%	-15%	2%	i	-4.4%	2%
CCC(CC)c1nnc(NC(=O)[C@@H](NC(=O)c2cccc(C)c2)C(C)C)s1	-2.6%	-14%	1%	-1.1%	14%	4%	i	-9.7%	8%
O=c1oc(-c2ccc([N+](=O)[O-])cc2)nc2ccc(O)cc12	1.1%	-3%	-9%	0.0%	8%	11%	i	-4.7%	1%
Cc1ccc(NC(=O)CSc2ccc(-c3ccccn3)nn2)cc1	-2.1%	-2%	1%	-0.9%	-12%	9%	i	-4.8%	6%
CCCNC(=O)CN(C)CC(=O)Nc1ccccc1C#N	-0.1%	3%	1%	-0.2%	10%	-4%	i	-2.9%	-8%
Nc1ccc(Oc2ccccc2F)nc1	.	-6%	5%	-0.2%	.	7%	i	.	0%
CC(=O)NC12CC3CC(CC(CC(=O)O)(C3)C1)C2	-2.3%	-19%	-8%	0.0%	4%	5%	i	-14%	14%
CC(C)Cc1c(O)nc(SCCN2CCOCC2)[nH]c1=O	-1.2%	-5%	1%	0.1%	10%	-3%	i	0.3%	7%
O=C(O)CN1C(=O)SC(Nc2ccc(Cl)cc2)C1=O (stereo unspecified)	-0.6%	-10%	8%	0.0%	-7%	9%	i	-1.7%	43%
O=C(O)CN=C1CC(c2ccccc2)CC(=O)/C1=C(/O)CCCN1C(=O)c2ccccc2C1=O (stereo unspecified)	-2.1%	-7%	5%	0.4%	-1%	10%	i	-5.2%	1%
CCN(CCCNC(=O)Cn1ncc2c(=O)oc3ccccc3c21)c1cccc(C)c1	-0.9%	-3%	-8%	.	16%	9%	.	-6.9%	-4%
COc1cc(C(=O)N2CCN(S(=O)(=O)c3ccc(C)cc3)CC2)ccc1OCc1c(C)noc1C	.	5%	-4%	-1.1%	4%	-6%	i	-7.3%	-2%
O=C(CSc1ncn[nH]1)NN(c1ccccc1)c1ccccc1	-0.6%	4%	0%	1.9%	-5%	1%	i	-1.2%	41%
Cc1cc(OCC(=O)Nc2ccc(N3CCCC3)cc2)cc(C)c1Cl	0.3%	-1%	4%	-0.2%	1%	3%	i	-4.4%	-9%
CSc1ccc(Cl)c(C(=O)OCC(=O)NCC(C)C)c1	-1.9%	-2%	-2%	0.6%	-4%	6%	i	-24%	3%
COc1ccc(Nc2cc(=O)n(-c3ccccc3)c3c2c(=O)n(C)c(=O)n3C)cc1	.	6%	-2%	-0.8%	.	-4%	i	.	-6%
CCOC(=O)C(Cc1ccccc1)C(=O)Nc1cccc2ccccc12 (stereo unspecified)	-1.0%	-2%	-5%	-0.1%	11%	2%	i	-11%	2%
O=C(OCC(=O)N1CCN(C(=O)c2ccco2)CC1)c1cn(-c2ccccc2)nc1-c1ccccc1	4.7%	-3%	6%	0.2%	13%	5%	i	1.1%	4%
Cc1ccc(N2CC(=O)N(NC(=O)CN3CCN(c4ccccc4)CC3)CC2=O)cc1	.	3%	4%	-0.2%	.	-4%	i	.	3%

Among those listed so far, 2 have a furan ring, fused or not.
SMILES	CSM14.1 death rescue	Salmonella PhoP GFP	SIAH1 antagonists	West Nile antiviral	PMI inhibition	M1AAP inhibition	Yfh1-off respiration	XIAP antagonists	M17LAP inhibition
CCOc1ccc2cc(/C=C/C(=O)c3ccco3)c(Cl)nc2c1	4.1%	-58%	-1%	.	-12%	15%	.	-8.3%	-2%
O=C(OCC(=O)N1CCN(C(=O)c2ccco2)CC1)c1cn(-c2ccccc2)nc1-c1ccccc1	4.7%	-3%	6%	0.2%	13%	5%	i	1.1%	4%

Next part.
SMILES	CSM14.1 death rescue	Salmonella PhoP GFP	SIAH1 antagonists	West Nile antiviral	PMI inhibition	M1AAP inhibition	Yfh1-off respiration	XIAP antagonists	M17LAP inhibition
Cc1ccc(CSCC(=O)N2CCN(Cc3ccc4c(c3)OCO4)CC2)cc1	2.4%	8%	4%	0.2%	6%	-3%	i	-2.2%	14%
CN1c2ccccc2N(C)C1c1c(O)ccc2ccccc12	-0.4%	-2%	-3%	0.4%	55%*	3%	i	9.6%	6%
O=C(CSc1ncnc2c1cnn2-c1ccc(F)cc1)NCc1ccc2c(c1)OCO2	-0.7%	-10%	-9%	-0.8%	-4%	4%	i	-8.9%	-3%
CCOC(=O)C1=C(c2ccccc2)Nc2ncnn2C1c1ccc(OC)c(OC)c1OC (stereo unspecified)	3.1%	-8%	0%	0.8%	5%	-1%	i	-4.3%	-2%
Cc1ccc2c(c1)nnn2C1CCN(CC(=O)Nc2ccc(F)cc2)CC1	.	-1%	11%	-0.6%	.	-3%	i	.	-20%
Cn1c(=O)c2c(nc(SCC(=O)O)n2Cc2cc3c(cc2Cl)OCO3)n(C)c1=O	-2.7%	-4%	0%	-0.3%	-27%	9%	i	-10%	6%
CCN(CC(=O)NC1CCS(=O)(=O)C1)S(=O)(=O)c1ccccc1 (stereo unspecified)	-4.2%	-22%	-2%	-0.6%	1%	-4%	i	-6.9%	13%
Cc1cc(C)n(-c2cc(C(C)(C)C)nc3c(-c4ccc(Cl)cc4)cnn23)n1	7.9%	14%	0%	0.3%	-2%	1%	i	-7.3%	-1%
NNC(=O)CCc1ccc(S(=O)(=O)N2CCOCC2)cc1	-0.4%	-7%	3%	-0.1%	-1%	1%	i	-4.3%	8%
C=C1c2ccccc2S(=O)(=O)N(Cc2ccccc2)C1COCc1ccccc1 (stereo unspecified)	.	-2%	3%	-0.9%	.	7%	i	.	3%
CCOc1ccc(NC(=O)C(=O)N/N=C\c2ccc(CNS(=O)(=O)c3ccccc3)o2)cc1	-2.0%	-16%	-7%	-0.2%	-20%	6%	i	-2.1%	0%
COc1ccc(Cl)cc1NC(=O)Nn1cnnc1	-0.4%	13%	3%	-0.7%	2%	-3%	i	-6.0%	-13%
CCS(=O)(=O)C(=C(Nc1ccc(OC)cc1)Nc1ccc(OC)cc1)S(=O)(=O)CC	3.2%	17%	2%	-0.9%	0%	0%	i	-13%	0%
CC(c1cc2ccccc2s1)N(O)C(N)=O (stereo unspecified)	-0.1%	7%&-6%	3%	0.3%	-6%	-6%	i	-6.0%	-3%
CCOC(=O)c1sc(N/N=C/c2ccccc2)nc1C	-3.7%	-10%	4%	-1.5%	25%	23%	i	-3.2%	15%
C[C@@H]1CC=C[C@H]2[C@H]1C(=O)N(Cc1ccccc1)[C@H]2c1ccc(-c2ccc(N(C)C)cc2)cc1F	.	-3%	-5%	0.0%	.	7%	i	.	7%
CC(=O)Nc1ccc(C(=O)OCC(=O)NC(=O)NC2CCCCC2)cc1	-0.7%	1%	-6%	0.0%	6%	2%	i	-12%	1%
Nc1scc[n+]1Cc1cccc2cccnc12	.	7%	14%	0.3%	.	2%	i	.	9%
CN1CCN(C(=S)Nc2ccc(Cl)cc2Cl)CC1	-1.1%	2%	5%	-0.2%	-3%	1%	i	-0.1%	8%
Cc1ccc(-n2ncc3c(=O)[nH]c(SCC(=O)N4CCC(C)CC4)nc32)cc1C	-3.6%	1%	33%	0.0%	6%	-1%	i	-7.0%	0%
O=c1[nH]c(=S)[nH]c2c1C(c1cc([N+](=O)[O-])c(N3CCOCC3)cc1N1CCOCC1)O2 (stereo unspecified)	0.4%	7%	2%	-0.5%	-5%	11%	i	0.9%	16%
COc1cc(C(=O)N2CCC(NC(=O)C(Cc3ccccc3C)NC(C)=O)CC2)cc(OC)c1OC (stereo unspecified)	0.2%	-9%	2%	.	-10%	-3%	i	-3.1%	-11%
O=c1c2ccccc2c(C=NCc2ccccn2)c(O)n1-c1ccccc1	18%	-13%	5%	-0.6%	13%	-1%	i	-18%	3%
N#CC(C(=O)NC1CCCCC1)=C1CCCCC1	-1.0%	-21%	3%	-0.3%	9%	5%	i	-4.1%	2%
CCOC(=O)c1sc2nc(N3CCOCC3)c3c(c2c1N)CC(C)(C)N(C)C3	1.2%	8%	-1%	-0.1%	28%	11%	i	-0.5%	-120%
CN(C)/C(=N\O)c1c(Cl)cccc1Cl	.	5%	2%	0.1%	.	-11%	i	.	-6%
O=C(O)CCNC(=O)CCCn1nnc2ccccc2c1=O	.	-3%	-1%	-0.4%	.	1%	i	.	2%

Some values from the entries so far:
`CN(C)/C(=N\O)c1c(Cl)cccc1Cl` – M1AAP inhibition = -11%
`Nc1scc[n+]1Cc1cccc2cccnc12` – M1AAP inhibition = 2%
`CC(=O)Nc1ccc(C(=O)OCC(=O)NC(=O)NC2CCCCC2)cc1` – M1AAP inhibition = 2%
`N#CC(C(=O)NC1CCCCC1)=C1CCCCC1` – PMI inhibition = 9%
`O=c1[nH]c(=S)[nH]c2c1C(c1cc([N+](=O)[O-])c(N3CCOCC3)cc1N1CCOCC1)O2` (stereo unspecified) – XIAP antagonists = 0.9%
`CCOC(=O)c1sc2nc(N3CCOCC3)c3c(c2c1N)CC(C)(C)N(C)C3` – PMI inhibition = 28%

Assay outcomes (PubChem)
